MEKK3 PB1 HTS: MEKK3-MEK5 PB1 interaction, increase or decrease | Q99759 | bead-based flow cytometry, Alexa488-MEK5 binding to MEKK3; actives lie on both sides; 0 = blocked by unlabeled MEK5, 100 = vehicle | binding response (% of control), % at 10 µM | 290,000 compounds, 1.4% hits | AID 1529;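 active = binding response more than 3 SD above or below the average of its plate-row segment, actives on both sides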;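 also: Alexa488 bead fluorescence after subtracting the streptavidin-only scavenger bead signal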
SUMO HTRF inh: inhibitors of human SUMOylation (UBC9). inhibition, % at 35 µM. HTRF SUMOylation assay, SAE1/SAE2 + UBC9, in vitro. 290,000 compounds, 0.36% hits. P63279; in the data active = inhibition above about 50%, passing the limit was not always enough; also: strong numbers were not always called active
IDE act: IDE (human) activation, cell-based; 340,000 compounds, 0.073% hits; HEK cells, FAbeta-B cleavage, fluorescence polarization; 0% vehicle, 100% cell-free pure enzyme wells; P14735; activation, % at 5.96 µM; AID 493087;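 active = activation above the mean of all tested compounds plus 3 SD, set per screening campaign, cut at about 17% in these data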
MEKK2 WT-MEK5: raises or lowers MEK5 binding to wildtype human MEKK2 PB1 domain; bead flow cytometry, Alexa488-MEK5 binding to MEKK2 WT; actives lie on both sides; AID 1531; 290,000 compounds, 1.1% hits; binding response (% of control), % at 10 µM; in the data active = binding response below about 67% or above about 130%
MEKK2mut PB1 HTS: signal of MEK5 binding to mutant human MEKK2 PB1 domain; 290,000 compounds, 0.35% hits; AID 1530; bead flow cytometry, Alexa488-MEK5 binding to MEKK2 mutant; percent response, % at 10 µM; in the data active = percent response above about 24%, passing the limit was not always enough; also: inactives centre near 1; some results filed as inactive read as strong as hits; reference of the scale not given here
NALP1 inh: inhibitors of NALP1 inflammasome in yeast | AID 2071 | S. cerevisiae NALP1/ASC/caspase-1 growth, X-gal OD620, 72 h | inhibition, % at 10 µM | 280,000 compounds, 0.61% hits; in the data active = inhibition mostly above about 24%, no sharp cut-off; inactive = mostly below about 32%; also: some compounds called inactive have numbers as strong as hits
M18AAP inhibitor: blocks P. falciparum M18 aspartyl aminopeptidase. recombinant PfM18AAP, H-Glu-NHMec fluorogenic cleavage. inhibition, % at 7.35 µM. 290,000 compounds, 1.2% hits;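 active = inhibition above the campaign mean inhibition over all tested compounds plus 3 SD, cut at about 28% in these data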;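 also: 0% = plate median of test compound wells and 100% = 2 mM ZnCl2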
IDE inh: cellular human IDE inhibition | HEK cells, FAbetaB cleavage, fluorescence polarization | inhibition, % at 5.59 µM | 320,000 compounds, 0.41% hits | AID 434962;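 active = percent inhibition above the average of all tested compounds plus 3 SD, set per screening campaign, cut at about 16% in these data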;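 also: IDE supplied by intact live HEK cells; FP after avidin binding of uncleaved biotin substrate so inhibition keeps polarization high; 0% = DMSO wells and 100% = 60 µM reference IDE inhibitor Ii1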
pCIP destab: compounds decreasing mouse p/CIP protein stability | Q05BA5 | F442A p/CIP-EGFP cells, EGFP fluorescence, 16 h | decrease of EGFP signal, % at 10 µM | 290,000 compounds, 0.01% hits | AID 1984;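 active = EGFP signal decrease of at least 30% at 10 µM or well 3 SD below plate mean, unless failing retest; inactive = the rest, including hits failing retest or dose response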; also: some compounds called inactive have numbers as strong as hits; many of its hits are not listed in these tables
* marks the source's active call; other numbers are inactive results; nt = no result given. A portion of the library (hit frequency here may not be typical).

SMILES	MEKK3 PB1 HTS	SUMO HTRF inh	IDE act	MEKK2 WT-MEK5	MEKK2mut PB1 HTS	NALP1 inh	M18AAP inhibitor	IDE inh	pCIP destab
O=c1c2cc(N3CCOCC3)ccc2[nH]c(=S)n1Cc1ccccc1Cl	102	12	0	101	-2	2	2	-3	8
S=c1[nH]nc(-c2ccccn2)n1/N=C/c1ccc(-c2ccccc2Cl)o1	103	22	3	94	-5	-11	6	3	13
COc1cc2nc(CC(C)C)n(NC(=O)c3ccccc3)c(=O)c2cc1OC	97	15	-1	104	5	-1	0	-4	5
CCOC(=O)CSc1nc(N)c(C#N)c(-c2ccc(OC)cc2)c1C#N	103	6	4	98	5	19	-9	2	-2
O=[N+]([O-])c1ccc(N2CCOCC2)cc1NCc1ccccc1	101	14	0	99	6	4	2	-5	-7
COc1ccc(CC(=O)Nc2nnc(SCC(=O)NCc3ccco3)s2)cc1OC	101	3	5	99	0	12	6	5	8
COc1cccc(/C=N/c2nc3ccccc3[nH]2)c1O	102	14	6	91	-1	1	-2	-3	3
Cc1ccc(-c2csc(CC(N)=O)n2)cc1	118	9	3	108	0	-18	-1	-1	-14
Cc1c(NC(=O)COC(=O)c2ccc(F)c(S(=O)(=O)N3CCOCC3)c2)c(=O)n(-c2ccccc2)n1C	112	6	2	104	0	13	-3	5	5
O=C(C[n+]1cccc(O)c1)NCc1ccc(Cl)cc1	101	10	1	103	5	18	-8	-3	-5
COc1ccc(O)c(C2NC(CC(C)C)(C(=O)O)C3C(=O)N(Cc4ccccc4)C(=O)C23)c1 (stereo not given)	90	12	7	91	-8	1	-6	7	0
S=C1NCN(Cc2ccco2)CN1CCc1ccccc1	98	12	3	91	1	17	-14	6	-14

Overlap with the part before: two compounds, then new ones.
SMILES	MEKK3 PB1 HTS	SUMO HTRF inh	IDE act	MEKK2 WT-MEK5	MEKK2mut PB1 HTS	NALP1 inh	M18AAP inhibitor	IDE inh	pCIP destab
COc1ccc(O)c(C2NC(CC(C)C)(C(=O)O)C3C(=O)N(Cc4ccccc4)C(=O)C23)c1 (stereo not given)	90	12	7	91	-8	1	-6	7	0
S=C1NCN(Cc2ccco2)CN1CCc1ccccc1	98	12	3	91	1	17	-14	6	-14
O=C(Nc1ccccc1F)c1ccc(CSc2ccccc2)o1	97	-21	-3	96	11	38	-3	5	5
O=C1c2ccccc2C(=O)N1Cc1cnc(N2CCN(c3ccccc3)CC2)s1	95	-2	-1	96	1	-6	0	3	-8
O=C(NCc1cccs1)c1cccc(S(=O)(=O)N2CCCCC2)c1	102	5	16	104	3	5	0	4	10
COc1ccccc1/C=N/NC(=O)c1cccc(NC(=O)c2ccccc2Cl)c1	96	4	7	96	-5	6	-6	-2	4
O=C(NNC(=O)c1ccc(Cl)cc1Cl)c1csc(-c2cccnc2)n1	104	27	0	101	-1	nt	6	21*	-10
Cn1c(SCC(=O)N2CCCCC2)nnc1-c1ccc(S(=O)(=O)N2CCOCC2)cc1	97	22	2	97	-5	25	-1	8	-4
O=C1CC(N2CCN(c3ccccc3F)CC2)C(=O)N1c1ccc2c(c1)OCCO2 (stereo not given)	112	-16	-5	108	4	10	3	3	4
[O-][n+]1c2c(nn1-c1ccc(Cl)c(Cl)c1)-c1nonc1CC2	95	2	3	93	-3	3	3	5	12
O=C1N(Cc2cccnc2)C[C@@H]2C[C@@H](c3cccc(Oc4ccccc4)c3)N3CCC[C@@]123	109	21	2	104	-1	nt	-5	0	-7
CCCCN1CC[C@H]2C=CC[C@@H](C(=O)NCCc3ccccc3)[C@H]2C1=O	90	nt	0	97	-2	nt	nt	5	nt
C=CC[n+]1c(-c2ccc(Cl)cc2Cl)csc1Nc1ccc(NC(C)=O)cc1	97	-16	2	96	-2	-3	-3	5	6
O=C(CN1CCc2ccccc21)NC(=O)NC1CCCCC1	115	-24	10	109	0	nt	1	5	-2

In a second layout: results already given
| SMILES | MEKK3 PB1 HTS | SUMO HTRF inh | IDE act | MEKK2 WT-MEK5 | MEKK2mut PB1 HTS | NALP1 inh | M18AAP inhibitor | IDE inh | pCIP destab |
| --- | --- | --- | --- | --- | --- | --- | --- | --- | --- |
| COc1cccc(/C=N/c2nc3ccccc3[nH]2)c1O | 102 | 14 | 6 | 91 | -1 | 1 | -2 | -3 | 3 |
| Cc1ccc(-c2csc(CC(N)=O)n2)cc1 | 118 | 9 | 3 | 108 | 0 | -18 | -1 | -1 | -14 |
| Cc1c(NC(=O)COC(=O)c2ccc(F)c(S(=O)(=O)N3CCOCC3)c2)c(=O)n(-c2ccccc2)n1C | 112 | 6 | 2 | 104 | 0 | 13 | -3 | 5 | 5 |
| O=C(C[n+]1cccc(O)c1)NCc1ccc(Cl)cc1 | 101 | 10 | 1 | 103 | 5 | 18 | -8 | -3 | -5 |
| COc1ccc(O)c(C2NC(CC(C)C)(C(=O)O)C3C(=O)N(Cc4ccccc4)C(=O)C23)c1 (stereo not given) | 90 | 12 | 7 | 91 | -8 | 1 | -6 | 7 | 0 |
| S=C1NCN(Cc2ccco2)CN1CCc1ccccc1 | 98 | 12 | 3 | 91 | 1 | 17 | -14 | 6 | -14 |
| O=C(Nc1ccccc1F)c1ccc(CSc2ccccc2)o1 | 97 | -21 | -3 | 96 | 11 | 38 | -3 | 5 | 5 |
| O=C1c2ccccc2C(=O)N1Cc1cnc(N2CCN(c3ccccc3)CC2)s1 | 95 | -2 | -1 | 96 | 1 | -6 | 0 | 3 | -8 |
| O=C(NCc1cccs1)c1cccc(S(=O)(=O)N2CCCCC2)c1 | 102 | 5 | 16 | 104 | 3 | 5 | 0 | 4 | 10 |
| COc1ccccc1/C=N/NC(=O)c1cccc(NC(=O)c2ccccc2Cl)c1 | 96 | 4 | 7 | 96 | -5 | 6 | -6 | -2 | 4 |
| O=C(NNC(=O)c1ccc(Cl)cc1Cl)c1csc(-c2cccnc2)n1 | 104 | 27 | 0 | 101 | -1 | nt | 6 | 21* | -10 |
| Cn1c(SCC(=O)N2CCCCC2)nnc1-c1ccc(S(=O)(=O)N2CCOCC2)cc1 | 97 | 22 | 2 | 97 | -5 | 25 | -1 | 8 | -4 |
| O=C1CC(N2CCN(c3ccccc3F)CC2)C(=O)N1c1ccc2c(c1)OCCO2 (stereo not given) | 112 | -16 | -5 | 108 | 4 | 10 | 3 | 3 | 4 |
| [O-][n+]1c2c(nn1-c1ccc(Cl)c(Cl)c1)-c1nonc1CC2 | 95 | 2 | 3 | 93 | -3 | 3 | 3 | 5 | 12 |
| O=C1N(Cc2cccnc2)C[C@@H]2C[C@@H](c3cccc(Oc4ccccc4)c3)N3CCC[C@@]123 | 109 | 21 | 2 | 104 | -1 | nt | -5 | 0 | -7 |
| CCCCN1CC[C@H]2C=CC[C@@H](C(=O)NCCc3ccccc3)[C@H]2C1=O | 90 | nt | 0 | 97 | -2 | nt | nt | 5 | nt |
| C=CC[n+]1c(-c2ccc(Cl)cc2Cl)csc1Nc1ccc(NC(C)=O)cc1 | 97 | -16 | 2 | 96 | -2 | -3 | -3 | 5 | 6 |

Going on with the list:
SMILES	MEKK3 PB1 HTS	SUMO HTRF inh	IDE act	MEKK2 WT-MEK5	MEKK2mut PB1 HTS	NALP1 inh	M18AAP inhibitor	IDE inh	pCIP destab
CCn1c(C)nc2cc(C(=O)NNC(=O)Nc3ccc(Cl)cc3)ccc21	99	-14	4	102	1	10	20	1	4
COc1ccc(S(=O)(=O)N2CCCC2)c(Cl)c1Cl	101	6	-1	98	-1	0	-1	-8	-2
COc1ccc(N(C(=O)c2cccc([N+](=O)[O-])c2)S(=O)(=O)c2cccs2)cc1	105	1	8	101	-2	-1	1	3	-13
CC(C)CC(=O)c1c[nH]c(C(=O)NCCc2ccccn2)c1	103	0	1	101	-3	32	-13	-3	-7

Screening results from PubChem BioAssay.
